L929 necroptosis – inhibitors of zVAD-triggered necroptosis, primary screen, L929 cells. L929 zVAD necroptosis rescue, ATP luminescence, 24 h; with zVAD 60 µM. viability rescue, % at 10 µM. hit rate 0.38% among 220,000;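 active = activation, scaled between plate controls, above about 75%, limit read from the data; inactive = activation under that limit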;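 note: 0% = zVAD with DMSO and 100% = DMSO alone without zVAD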
Tb hexokinase – Trypanosoma brucei hexokinase 1 inhibitors, primary screen, biochemical, G6PDH-coupled NADH absorbance, MLSCN library; inhibition, % at 10 µM; hexokinase 1 [Trypanosoma brucei]; recombinant TbHK1, G6PDH-coupled NADH A340; hit rate 0.11% among 220,000;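 active = inhibition of 50% or more in the single-dose primary screen; inactive = inhibition below 50%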
14-3-3 Bad inh – inhibitors of 14-3-3 zeta/Bad binding, primary screen, biochemical, TR-FRET, bovine 14-3-3 zeta; 14-3-3 protein zeta/delta (Bos taurus), P63103; TR-FRET 14-3-3zeta/Dy647-pBad peptide displacement, 1 h; inhibition, % at 21.7 µM; hit rate 0.71% among 220,000;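 active = inhibition above about 70%, limit read from the data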;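 note: 0% = full 14-3-3 plus peptide FRET controls and 100% = background without 14-3-3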
NCF1 inh – p47phox/p22phox peptide binding inhibitors, primary screen, biochemical, uHTS, NADPH oxidase regulatory subunit; hit rate 0.53% among 220,000; fluorescence polarization, 2 h; inhibition, % at 24.7 µM; Neutrophil cytosol factor 1 (Homo sapiens), P14598;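 active = inhibition above about 30%, limit read from the data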;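 note: 0% = p47phox with labelled peptide and 100% = labelled peptide alone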
Hck-Nef inh – inhibitors of Nef-activated human Hck kinase, primary screen, biochemical, Z-Lyte FRET, 384-well, Hck-YEEI | hit rate 0.68% among 220,000 | Recombinant Hck-YEEI plus Nef, Z-Lyte FRET kinase assay | AID 463187, 2010 | inhibition, % at 20 µM;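 active = Hck-Nef kinase inhibition above about 50%, limit read from the data; inactive = inhibition below that limit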;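 note: 0% = DMSO with Hck plus Nef and 100% = Hck alone without Nef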
Runt-SMMHC FRET – inhibitors of RUNX1 Runt–CBFb-SMMHC binding, primary screen, biochemical, FRET, Cerulean-Runt, Venus-CBFb-SMMHC, uHTS | Runt-related transcription factor 1 (Homo sapiens) + Core-binding factor subunit beta … | Cerulean-Runt/Venus-CBFb-SMMHC FRET ratio 530/480, 1 h | inhibition, % at 20 µM | hit rate 0.74% among 220,000;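 active = mean inhibition across duplicate retests at 20 µM reaching about 50%, limit read from the data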;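 note: 0% = DMSO wells and 100% = wells with excess untagged CBFb-SMMHC; inhibitors lower the FRET ratio by blocking Runt binding to CBFb-SMMHC; some results filed as inactive read as strong as hits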
Target sequence (Q01196 whole entry, looked up): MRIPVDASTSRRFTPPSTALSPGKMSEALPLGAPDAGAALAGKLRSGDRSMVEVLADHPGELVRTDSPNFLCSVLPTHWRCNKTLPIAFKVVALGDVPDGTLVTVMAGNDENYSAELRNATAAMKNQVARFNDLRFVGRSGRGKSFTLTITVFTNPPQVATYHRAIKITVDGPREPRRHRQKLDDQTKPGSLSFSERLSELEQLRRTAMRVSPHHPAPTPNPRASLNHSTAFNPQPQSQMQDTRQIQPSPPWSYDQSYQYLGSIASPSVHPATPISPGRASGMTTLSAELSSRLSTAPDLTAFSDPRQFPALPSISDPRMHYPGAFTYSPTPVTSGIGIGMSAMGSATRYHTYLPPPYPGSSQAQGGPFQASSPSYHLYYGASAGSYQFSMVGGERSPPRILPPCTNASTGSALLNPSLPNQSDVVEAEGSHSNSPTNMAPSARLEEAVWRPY
Target sequence (Q13951 whole entry, looked up): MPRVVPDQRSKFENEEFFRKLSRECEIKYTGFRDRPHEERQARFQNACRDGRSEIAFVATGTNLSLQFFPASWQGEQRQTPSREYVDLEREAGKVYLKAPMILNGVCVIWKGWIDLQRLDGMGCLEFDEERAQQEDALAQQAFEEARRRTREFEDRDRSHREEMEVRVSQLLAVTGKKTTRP
Mdm2 ligase inh – MDM2-luciferase reporter signal enhancers, primary screen, MDM2 E3 ligase inhibitor project, cell-based, luminescence, 1536-well. cell-based MDM2 ubiquitination luciferase reporter, 2 h; 0 = plate control, 100 = twice control, blank-subtracted. hit rate 0.11% among 210,000. E3 ubiquitin-protein ligase Mdm2 (Homo sapiens), Q00987. AID 1230, 2008. signal enhancement, % at 5 µM;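 active = signal enhancement of 30% or more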;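 note: luminescence tracks abundance of the self-degrading MDM2-luciferase fusion protein; higher signal means inhibition of MDM2 E3 ligase activity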
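Buffer or medium: Cells held in DMEM | Assay system: Stable mammalian line carrying autodegrading MDM2–luciferase fusion reporter | Quantity: 2000 cells/well | Times: 4 h settle plus 2 h compound, 37 °C | Doses: One concentration, 5 µM, with 0.2% DMSO | Technique: Luminescence with SteadyLite reagent, 15 min at room temperature | Benchmarks: Plate controls and plate blanks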
EBV gp42 block – Epstein-Barr virus gp42 inhibitors, primary screen, biochemical, uHTS, fluorescence polarization; Glycoprotein 42 (Epstein-Barr virus (strain AG876)), Q1HVG2; hit rate 0.42% among 220,000; inhibition, % (tested at 21.74 µM); Fluorescence polarization binding assay, mP read-out; AID 1085, 2008; in the data active = inhibition above about 50%
Target sequence (Q1HVG2 whole entry, looked up): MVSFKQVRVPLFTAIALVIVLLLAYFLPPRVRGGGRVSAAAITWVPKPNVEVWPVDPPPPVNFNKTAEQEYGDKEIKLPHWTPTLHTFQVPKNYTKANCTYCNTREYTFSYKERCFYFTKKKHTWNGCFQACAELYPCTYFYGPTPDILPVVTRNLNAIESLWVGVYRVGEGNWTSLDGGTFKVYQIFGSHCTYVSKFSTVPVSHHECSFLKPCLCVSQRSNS
Runt-CBFb FRET – inhibitors of RUNX1 Runt–CBFb binding, primary screen, biochemical, FRET, Cerulean-Runt, Venus-CBFb, uHTS; Runt-related transcription factor 1 (Homo sapiens) + Core-binding factor subunit beta …; Cerulean-Runt/Venus-CBFb FRET ratio 530/480, 1 h; inhibition, % at 20 µM; hit rate 0.46% among 220,000; AID 1496, 2009;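 active = inhibition over about 50% at 20 µM in the single-dose screen, limit read from the data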;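 note: 0% = DMSO wells and 100% = excess unlabeled CBFb competitor control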
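Assay system: Cerulean-tagged RUNX1 Runt domain (FRET donor) fusion protein / Amount: 100 nM each of Venus-CBFb and Cerulean-Runt domain / Medium: Tris buffer pH 7.5 with salts and BSA / Also added: Venus-CBFb 100 nM / Schedule: 1 h complex formation plus 1 h compound treatment, room temperature / Signal: FRET fluorescence / Read-out: loss of energy transfer signal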
An asterisk follows results filed as active; . = not tested or not shown; [ ] = remark or other dose.

item	Compound	L929 necroptosis	Tb hexokinase	14-3-3 Bad inh	NCF1 inh	Hck-Nef inh	Runt-SMMHC FRET	Mdm2 ligase inh	EBV gp42 block	Runt-CBFb FRET
1	O=C(Cc1ccccc1)NNC1CC(=O)N(c2ccccc2)C1=O (centres undefined)	0.6	1	0	-7	3	4	-9	-4	1
2	Cc1oc2c(c1C(=O)NCCO)CCCC2	1.4	-2	8	-14	2	-2	-17	-18	-3
3	CCc1ccc2c(c1)cc(C)c1nnc(SCC(=O)Nc3cc(OC)c(OC)cc3C(=O)O)n12	0.6	-14	2	3	1	-3	-19	1	0
4	N#Cc1ccc(CSc2nnc(NC(=O)C3CCCO3)s2)cc1 (centres undefined)	-0.4	-4	4	-6	2	2	-8	-4	-2
5	Cc1cccc(NC(=O)CN2C(=O)S/C(=C\c3cc(C)n(C)c3C)C2=O)c1	1.9	-15	-4	-43	8	-3	-6	-36	3
6	NS(=O)(=O)c1ccc(CCNC(=O)c2ccc3ccccc3n2)cc1	2.6	-4	-5	-1	1	-1	1	-10	0
7	CCOc1ccc2nc(-c3ccccc3)nc(SCC(=O)Nc3ncc(C)s3)c2c1	0.4	-13	-3	-23	1	7	-1	-9	1
8	CCN(CC)C(=O)CN(C#N)c1nc(C)cc(C)n1	0.9	-1	-1[fluorescence artefact?]	2	1	-1	-17	4	-1
9	O=C(C[n+]1cccc(/C=N/O)c1)N(Cc1ccccc1)Cc1ccccc1	0.0	7	-6	-9	4	1	-6	2	-1
10	Cc1cc(NC(=O)CSc2nnc(NCc3ccccc3)s2)no1	0.9	-10	2	-19	16	0	.	-13	1
11	C=CCN(c1ccccc1OC)S(=O)(=O)c1ccc(Cl)c(C(=O)Nc2ccc(N3CCOCC3)cc2)c1	0.1	-6	-12	-157	15	3	-7	-45	3
12	O=C(Oc1ccc(=O)n(-c2ccccc2)n1)c1cccc(Cl)c1	0.3	-7	35	-13	0	-6	-16	-20	-2
13	Cc1cccn2cc(CCNC(=O)c3ccco3)nc12	0.0	-13	-4[fluorescence artefact?]	-17	0	1	-8	-3	-1
14	CC(C)(C)c1ccc(Oc2ccc(NC(=O)CCCC(=O)O)cn2)cc1	0.1	-7	-14	-12	2	0	-12	0	-1
15	Cc1cccc(N=Cc2c(O)cc(C)oc2=O)c1	0.9	-2	-1	-10	5	-12	-15	-11	-4
16	c1ccc(Oc2ncnc3oc(-c4ccccc4)cc23)cc1	-0.2	-4	-13[fluorescence artefact?]	-23	5	-4	-5	-2	-2
17	Cc1cccc(OCCCCNCc2ccccc2)c1	0.1	9	13	-8	12	1	-9	-7	-3
18	Cc1nc2cc(S(=O)(=O)N3CCC(C(=O)O)CC3)ccc2n1C1CCCC1	0.5	-11	-4	-14	1	1	-4	2	14
19	Cc1ccc(C(=O)COC(=O)CNC(=O)C(c2ccccc2)c2ccccc2)cc1[N+](=O)[O-]	0.0	0	0	-3	-1	1	-8	-9	0
20	NS(=O)(=O)c1ccc(NC(=O)/C=C/c2cn(-c3ccccc3)nc2-c2cccc(Cl)c2)cc1	2.1	-18	-11	-96	90*	-13	2	-38	-3

Next records follow:
item	Compound	L929 necroptosis	Tb hexokinase	14-3-3 Bad inh	NCF1 inh	Hck-Nef inh	Runt-SMMHC FRET	Mdm2 ligase inh	EBV gp42 block	Runt-CBFb FRET
21	CSCC(O)Cn1ncc2ccccc2c1=O (centres undefined)	0.5	0	2	-3	16	-2	-8	-7	3
22	Cc1ccc(S(=O)(=O)NNC(=O)c2sc(=S)n(C)c2C)cc1	0.4	-23	-5	-2	4	1	-6	-23	2
23	C=CCNC(=O)/C(C#N)=C/c1c(N(Cc2ccccc2)Cc2ccccc2)nc2ccccn2c1=O	-0.8	-19	-6	-48	3	71*	-22	-38	51*
24	O=C1CCCc2c1nc(-c1ccco1)n2O	0.2	-37	6[fluorescence artefact?]	-8	1	2	-12	-12	7
25	CCn1cnc2c1c(=O)n(CC(=O)N1CCc3ccccc31)c(=O)n2Cc1ccccc1	0.1	3	-5[fluorescence artefact?]	-12	2	-2	-16	-42	-1
26	CC(C)Oc1ccc2nnnn2n1	2.3	1	1	-13	1	-1	-13	-13	-3
27	CC(=O)Oc1ccc(C(=O)c2ccccc2)c(OC(C)=O)c1	3.7	-11	-3	2	22	1	-2	-15	1
28	CCCNC(=O)Nc1ccccc1C(=O)Nc1ccc(OC)cc1	0.6	2	-9	-5	0	-15	-16	-14	-1
29	COC(=O)c1sccc1NC(=O)c1ccc(OC)cc1OC	0.8	8	0	-2	-2	3	-18	-3	-6
30	N=C1/C(=C\c2ccc(-c3cccc(C(=O)O)c3)o2)C(=O)N=C2SC=C(c3ccccc3)N12	1.3	4	94*	-38	64*	-42	-10	82*	-14
31	Fc1ccccc1N1CC(c2ccccc2)C(c2cccs2)=N1 (centres undefined)	1.0	-3	-15	-12	39	62*	-19	8	28
32	CC1SCC(=NOCc2c(Cl)cccc2Cl)CS1 (centres undefined)	0.2	-2	2	-14	7	2	-1	-7	2
33	COc1ccc(CCNC(=O)CSc2nccc(=O)[nH]2)cc1OC	24	-11	0	-11	21	.	-4	-4	.
34	Cc1c(C(=O)N2c3ccccc3Sc3ccccc32)cccc1[N+](=O)[O-]	0.2	-1	9	2	0	-4	-20	2	0
35	Nc1ccc(Oc2ccc(F)cc2)nc1	-0.2	-11	-2	-10	15	-3	-11	16	3
36	COC(=O)c1ccccc1NC(=O)Cn1c(=O)n(Cc2ccccc2)c(=O)c2c(C)c(C)sc21	0.1	30	-5	-6	8	-5	1	-5	2
37	CCN1CCN(CC(=O)Nc2sc3c(c2C#N)CCC(C)C3)CC1 (centres undefined)	1.1	2	-3	-6	4	-3	-11	-19	1
38	Cc1ccccc1S(=O)(=O)N(CC(O)CN1C(=O)NC(C)(C)C1=O)c1ccccc1 (centres undefined)	-0.2	-9	4	-4	13	-5	11	-16	2
39	O=C(CN(C1CCCCC1)S(=O)(=O)c1ccc(F)cc1)NC1CC1	-0.2	2	0	-9	0	-4	-27	18	-2
40	CC1(C)CC(CC(=O)O)C(=O)O1 (centres undefined)	-0.7	-6	0	-3	0	-2	-11	-16	0

Other compounds:
item	Compound	L929 necroptosis	Tb hexokinase	14-3-3 Bad inh	NCF1 inh	Hck-Nef inh	Runt-SMMHC FRET	Mdm2 ligase inh	EBV gp42 block	Runt-CBFb FRET
41	NC(=O)CS(=O)(=O)c1nc2ccccc2n1Cc1ccccc1F	1.8	3	-4	6	6	1	-10	-12	-1
42	COC(=O)c1cccc(NC(=O)CN2CCN(Cc3ccccc3)CC2)c1	-0.1	-2	-7	-17	1	-1	-20	-6	0
43	CCc1ccccc1Nc1nc2ccccc2n1C	0.2	-4	-5	0	-3	-2	-11	4	0
44	Cc1cc(=O)oc2cc(OCc3ccc(C(=O)OCC(=O)N(C)C4CCS(=O)(=O)C4)cc3)ccc12 (centres undefined)	1.0	-17	11	-28	4	2	-8	-8	-4
45	Nc1nc(NCCCN2CCOCC2)nc(NCc2ccccc2)c1[N+](=O)[O-]	-1.1	-57	-2	-6	-5	1	-14	-3	1
46	Cc1sc2nc(C3CC3)nc(NCCNS(C)(=O)=O)c2c1C	0.7	4	-8	-6	2	3	-16	4	-1
47	O=C(O)CSCC(=O)Nc1ccc(C2CCCCC2)cc1	-0.1	-8	-1	-10	10	-2	-14	-6	2
48	O=C(Nc1ccc(OC(F)F)c(Cl)c1)c1ccccn1	1.0	1	-1	2	9	-4	-33	-11	-4
49	COc1cccc(CNC(=S)Nc2cc(C)cc(C)c2)c1	-0.8	-4	-7	-15	7	1	-12	5	-2
50	C=CCNc1nc(C2(C)CC3(CC(C)OC3=O)C(=O)O2)cs1 (centres undefined)	1.5	-2	15[fluorescence artefact?]	-8	-10	-2	-3	-6	2
51	O=C(CSc1nnc(-c2ccccc2)o1)c1nnc(-c2ccccc2)o1	0.4	0	0[fluorescence artefact?]	-47	3	-6	-15	-23	0
52	CN(C)CCCN(Cc1ccccc1)C(=S)NCc1ccccc1	-0.5	2	-5	-4	-3	1	-6	-14	0
53	COc1cc(C2N(c3ccccn3)C(=O)C3CCCN32)cc(OC)c1OC (centres undefined)	1.3	-3	2	-3	1	0	-1	2	-2
54	COc1ccc(CNC(=O)C2CCCN2C)cc1OC (centres undefined)	0.6	5	-6	4	22	-4	.	6	0
55	COCC(=O)O[C@]1(CCN(C)CCCc2nc3ccccc3[nH]2)CCc2cc(F)ccc2[C@@H]1C(C)C	1.0	14	7	-2	25	-2	-1	-10	-1
56	CCOC(=O)CSc1nnc(NC(=O)c2cccc([N+](=O)[O-])c2C)s1	-0.6	-5	0	-3	0	1	-7	4	1
57	Cc1ccc(CNC(=O)CCCCCNc2nc(=S)[nH]c3ccccc23)cc1	0.6	-1	21	8	25	-3	-5	-4	-2
58	O=C(CCc1ccccc1)NNC(=O)c1ccc(Br)cc1	-1.8	7	8	4	18	1	-4	-11	0
59	CN(C(=O)CSc1nc(-c2ccccc2)cn1N)C(c1ccccc1)c1ccccc1	-0.8	-6	4	-9	1	4	1	-16	0
60	CCN(CC)c1ccc(C(=O)N2CCN(Cc3ccccc3)CC2)cc1	1.8	-10	1	-6	6	10	-3	9	-2

(list continues)
item	Compound	L929 necroptosis	Tb hexokinase	14-3-3 Bad inh	NCF1 inh	Hck-Nef inh	Runt-SMMHC FRET	Mdm2 ligase inh	EBV gp42 block	Runt-CBFb FRET
61	Cc1nn(CC(=O)Nc2ccc3c(c2)nc2n3CCN(C3CCCCC3)C2)c(=O)c2ccccc12	4.1	-8	51	-2	42	-68	-18	28	-8
62	COc1ccc2c(c1OC)C(=O)N(c1ccccn1)C2	0.5	4	44	-2	1	-1	-20	-19	0
63	CC(=O)c1cn(CC(=O)Nc2ccccc2C)c2ccccc12	-0.1	-3	-11[fluorescence artefact?]	-2	2	-8	-8	-14	.
64	O=C(CC(c1ccccc1)c1ccccc1O)N1CCCC1 (centres undefined)	-0.3	-9	10[fluorescence artefact?]	-12	0	-8	-1	-9	0
65	COc1ccc2oc(=O)c(-c3csc(Nc4cccc(O)c4)n3)cc2c1	2.6	-6	1[fluorescence artefact?]	-36	15	-71	5	-4	-14
66	COc1ccc(NC(=O)c2cc(-c3cc(C)cc(C)c3O)n[nH]2)cc1Cl	-0.1	-5	-2	-28	3	4	-4	-2	-1
67	NCCCCNCCCN	-1.2	-6	-2	-8	31	0	8	-20	4

Bioassay records (PubChem)
